Vif-A3F inh: Vif-A3F binding inhibition | HeLa A3F-eYFP + Vif (tagged APOBEC3F with the HIV-1 protein that degrades it), YFP fluorescence increase | Potency, µM (series often up to 46.1 µM), inactives show at the top dose activity, negative = active | hit rate 0.2% among 390,000 | AID 602313; further: potency means the concentration at half of the fitted maximal effect; % of control where 0% means no effect; nearly all actives have a fitted effect of over 65% in size
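HeLa cells stably expressing Vif plus C-terminally eYFP-tagged A3F were seeded, incubated overnight at 37 deg C, dosed with compound, incubated overnight again at 37 deg C. Yellow fluorescence (Ex 488/Em 500-530) reported blocked Vif-mediated A3F-eYFP degradation.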
Vif-A3G inh: inhibitors of Vif-APOBEC3G interaction; Potency, µM (series often up to 46.1 µM), without a hit: top-dose activity, negative = active, hits mostly inhibitors; Q9HC16; AID 602310; hit rate 0.076% among 410,000; HeLa A3G-eYFP + Vif (tagged APOBEC3G with the HIV-1 protein that degrades it), YFP fluorescence, overnight;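 further: potency means the concentration at half of the fitted maximal effect; on the % scale 0 is the no-effect control and ±100 the full control effect; nearly all actives have a fitted effect of over 60% in size; hits raise eYFP signal because A3G escapes Vif-driven loss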
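HeLa cells stably expressing Vif and C-terminally eYFP-tagged A3G, seeded overnight at 37 deg C, then exposed to compound by pintool overnight at 37 deg C. Rise in yellow fluorescence (Ex 488/Em 500-530, Acumen) marks blocked Vif-driven A3G degradation.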
TrxR1 substrate: substrates of rat thioredoxin reductase 1. O89049. purified TrxR1 substrate turnover, NADPH consumption readout. Potency, µM (series often up to 114 µM), for inactives: at the highest dose activity change, negative = substrate turnover. hit rate 0.01% among 390,000; further: potency means the concentration at half of the fitted maximal effect; on the % scale 0 is the no-effect control and ±100 the full control effect; nearly all actives have a fitted effect of over 50% in size
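Rat TrxR1, dispensed at 90 nM, was prereduced with 400 uM NADPH (final) for 5 min at ~22 deg C, then incubated with compound 15 min before 400 uM selenite. A first-read NADPH fluorescence drop versus no-compound background flagged substrates.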
GRP78 ERSR act: inducers of ER stress response in human glioma cells; Potency, µM, for inactives: top-dose activation, actives largely listed as activators; U87-MG GRP78 promoter luciferase reporter, 16 h; hit rate 0.02% among 420,000; further: potency means the concentration at half of the fitted maximal effect; series mostly up to about 76 µM; % of control where 0% means no effect; nearly all actives have a fitted effect of over 35% in size
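Stably transfected U87-MG glioma cells carrying a GRP78-based luciferase sensor; 16 h compound incubation. Luminescence end-point read 10 min after Bright-Glo addition at room temperature.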
USP1-UAF1 inh: inhibitors of human USP1/UAF1 deubiquitinase | recombinant USP1/UAF1, Ub-Rhodamine cleavage fluorescence | Potency, µM (series often up to 57.1 µM), for inactives: at the top dose activity change, negative = inhibition, hits mostly inhibitors | hit rate 0.23% among 390,000; further: potency means the concentration at half of the fitted maximal effect; on the % scale 0 is the no-effect control and ±100 the full control effect; nearly all actives have a fitted effect of over 60% in size; inactives centre near -12
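In this screen, compounds sit with the deubiquitinase complex (1nM) for 15 min at room temperature before Ub-Rho is added at 150nM final. Fluorescence rise is then followed for 6 reads every 60 seconds.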
IDH1 R132H inh: human IDH1 R132H inhibition | IDH1-R132H enzyme, NADPH consumption, diaphorase/resazurin fluorescence | Potency, µM (highest dose often 76.6 µM), inactives show at the top dose activity change, negative = inhibition, hits mostly inhibitors | hit rate 0.093% among 390,000 | AID 602179; further: potency means the concentration at half of the fitted maximal effect; on the % scale 0 is the no-effect control and ±100 the full control effect; nearly all actives have a fitted effect of over 65% in size
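IDH1-R132H (0.5 ug/mL dispensed) in pH 7.5 Tris buffer was preincubated 30 min with compound, then given a substrate mix of 0.016 mM NADPH and 2 mM alpha-KG for 80 min at room temperature; remaining NADPH was read by diaphorase/resazurin fluorescence.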
LDHA block: blocks human lactate dehydrogenase A; P00338; purified LDHA, NADH/diaphorase-resazurin fluorescence; stronger effect = lower value; activity change, % (values are at about 110 or 230 µM); hit rate 0.15% among 480,000; in the data active means activity change below about -30%; inconclusive means mostly about -25% to -30%;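 further: plate controls were DMSO wells for no effect and wells without enzyme for full effect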
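Enzyme activity of human lactate dehydrogenase 5 (2 nM; 0.06 mM NADH, 0.2 mM pyruvate, 5 min, RT) is measured via a resazurin/diaphorase fluorescence readout of residual NADH.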
PI4K2A block: blocks human PI4K2A kinase activity | Q9BTU6 | purified PI4K2A, ADP-Glo luminescence, 1 h; stronger effect = lower value | activity change, negative = inhibition, % at 76.9 µM | hit rate 0.13% among 420,000 | AID 1346378; in the data active means activity change below about -50%; inconclusive means mostly about -30% to -49%;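 further: -100% = wells without enzyme as full effect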
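Compounds are screened against recombinant PI4K2A using PI as substrate and ATP, the latter dispensed at 300 microM. Reactions run one hour at ambient temperature before ADP-Glo detection; full inhibition defined by wells lacking enzyme.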
RXFP1 agonist: agonists of human relaxin receptor RXFP1. Q9HBX9. HEK293T-RXFP1 cAMP TR-FRET, 30 min; response scale: percent of porcine relaxin response, buffer zero. Potency, µM (top dose mostly 57.5 µM), for the others: top-dose activation, hits mostly activators. hit rate 0.3% among 370,000. AID 2676; further: potency means the concentration at half of the fitted maximal effect; on the % scale 0 is the no-effect control and ±100 the full control effect; nearly all actives have a fitted effect of over 60% in size; many of its hits are not listed in these tables
Target sequence (Q9HBX9 whole entry, looked up): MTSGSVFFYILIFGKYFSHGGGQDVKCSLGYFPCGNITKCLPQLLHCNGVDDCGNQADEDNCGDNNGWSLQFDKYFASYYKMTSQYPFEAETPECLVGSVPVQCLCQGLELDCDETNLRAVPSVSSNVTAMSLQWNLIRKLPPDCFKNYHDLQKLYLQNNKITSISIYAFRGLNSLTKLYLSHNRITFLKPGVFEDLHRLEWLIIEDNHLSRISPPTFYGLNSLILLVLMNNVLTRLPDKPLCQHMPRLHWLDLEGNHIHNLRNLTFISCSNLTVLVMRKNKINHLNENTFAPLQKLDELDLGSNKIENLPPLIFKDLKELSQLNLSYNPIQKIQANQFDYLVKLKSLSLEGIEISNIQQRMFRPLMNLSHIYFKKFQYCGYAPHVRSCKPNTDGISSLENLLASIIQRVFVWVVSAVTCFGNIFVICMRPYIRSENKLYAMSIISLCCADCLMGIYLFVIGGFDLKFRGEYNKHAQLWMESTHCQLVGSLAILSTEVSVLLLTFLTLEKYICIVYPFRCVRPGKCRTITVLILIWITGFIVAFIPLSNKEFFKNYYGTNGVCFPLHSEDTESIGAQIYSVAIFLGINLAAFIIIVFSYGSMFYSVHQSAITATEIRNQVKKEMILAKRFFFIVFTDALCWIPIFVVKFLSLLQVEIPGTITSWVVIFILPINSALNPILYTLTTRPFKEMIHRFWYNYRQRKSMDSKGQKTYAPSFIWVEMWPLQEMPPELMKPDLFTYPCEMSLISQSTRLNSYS
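Agonist response is measured as cAMP accumulation in an RXFP1-transfected HEK293T line under PDE4 inhibition. Values are scaled between buffer-only and 29 nM porcine relaxin, and EC50s come from standard Hill equation fits.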
* hit, by the source's call; ? = inconclusive; · = not tested or not shown; & = joins results of further samples; [ ] = dose if it differs, or a comment. Unless noted, the call rests on the fitted dose curve; in most records, active means well fitted curve in the direction sought with a large enough effect; inconclusive means small, poorly fitted or top-dose-only effect, or another doubt; inactive means no such curve, though single readings can be large; an effect the other way counts as inactive or inconclusive.

entry	SMILES	Vif-A3F inh	Vif-A3G inh	TrxR1 substrate	GRP78 ERSR act	USP1-UAF1 inh	IDH1 R132H inh	LDHA block	PI4K2A block	RXFP1 agonist
1	COc1cccc(-n2c(C)nnc2SCC#N)c1	4%	3%	-5%	-1%	-9%	8%	0	2	3.7%
2	O=C(Cn1c(=O)c2cccn2c2ccccc21)NCCc1ccc(Cl)cc1	-12%	0%	10%	-2%	-23%	5%	-5	-3	?
3	Cc1ccccc1S(=O)(=O)c1cc(C#N)c(=O)[nH]c1N	-7%	0%	-10%	-6%	-9%	-10%	-8	-4	0.4%
4	CC12CCC(C/C1=N\N=C1\NC(=O)/C(=C\c3cccc(Br)c3)S1)C2(C)C (centres undefined)	1%	-16%	-3%	8%	?	-3%	-6	-3	0.9%
5	CC(C)c1nc2sc3c(SCCN(C)C)ncnc3c2c2c1CCC2	7%	-1%	9%[11.4 µM]	-6%	3%	-1%	-8	2	·
6	COc1cccc(C(=O)Nc2ccc3c(c2)CCCN3C(=O)c2cccs2)c1OC	-4%&1%	-1%&-4%	-6%	-1%&0%	-14%&-7%	1%&3%	1&0	-2&2	0.7%&-2.8%
7	Cc1scc(C(=O)N/N=C/c2ccc(OC(C)C)cc2)c1C	-3%	-3%	-10%	3%	-12%	15%	2	-9	-2.9%
8	CCCCOC(=O)c1ccc(NC(=S)N2CCN(c3ncc4c(=O)c(C(=O)O)cn(CC)c4n3)CC2)cc1	-3%	3%	4%[57.1 µM]	-1%	-11%	-22%	-3	-5	-0.4%
9	COc1ccc(OCC(=O)c2c(O)c3ccccc3oc2=O)cc1	-16%	-2%	0%	2%	-4%	1%	29	-3	0.0%
10	CCOc1cccc(C2C=C(c3ccc4c(c3)OCO4)NC(c3ccc(Cl)cc3)N2)c1O (centres undefined)	·	-13%	-6%	?	·	·	-4	·	·
11	CC(NC(=O)c1ccc(Cn2cc([N+](=O)[O-])cn2)cc1)c1ccccc1 (centres undefined)	4%	-5%	7%[57.1 µM]	-5%	-5%	4%	-3	-4	-0.8%
12	C/C(=N\Nc1ccc(C(F)(F)F)cn1)c1ccncc1	2%	0%	-4%[57.1 µM]	5%	-21%	7%	-1	5	0.5%
13	CCOCCCN(C(=O)c1snc(C(N)=O)c1N)C(C(=O)NCCC(C)C)c1ccc(F)cc1 (centres undefined)	-4%	1%	6%	-2%	-6%	-1%	1	-2	2.9%
14	Cc1c(C)c2ccc(OCC(=O)NCCN3CCOCC3)c(C)c2oc1=O	-4%	1%	66%[activator]	5%	-10%	-2%	0&8	6	6.3%
15	O=C(CSc1ncnc2c1cnn2-c1ccccc1)Nc1ccc2c(c1)OCO2	0%	0%	2%	-4%	-15%	6%	-1	-4	13%
16	COc1ccc(C2=NCCn3cccc32)c(OC)c1	4%	-1%	-4%	-1%	-10%	9%	-1	-8	3.6%
17	Nc1nonc1-n1nnc(C(=O)N/N=C/c2ccc(Cl)cc2Cl)c1CN1CCOCC1	-14%	0%	9%	-3%	-18%	-2%	-6	-5	0.6%
18	CCOC(=O)C1=C(C)OC(=CC=Cc2ccccc2)C1=O	-12%	-1%	·	2%	-23%	6%	4	-2	·
19	Fc1ccc(N/N=C/c2ccc(N3CCOCC3)cc2)c(F)c1	-5%	1%	3%[57.1 µM]	0%	-9%	4%	3	-1	0.6%
20	Cc1csc(NC(=O)c2nc(-c3ccccc3)n(-c3ccccc3)n2)n1	3%	0%	-9%	4%	-8%	7%	-7	2	-1.3%

Some of these compounds in order of their number in TrxR1 substrate, low to high:
No. | smiles | TrxR1 substrate
7 | Cc1scc(C(=O)N/N=C/c2ccc(OC(C)C)cc2)c1C | -10%
6 | COc1cccc(C(=O)Nc2ccc3c(c2)CCCN3C(=O)c2cccs2)c1OC | -6%
4 | CC12CCC(C/C1=N\N=C1\NC(=O)/C(=C\c3cccc(Br)c3)S1)C2(C)C (centres undefined) | -3%

Other entries.
entry	SMILES	Vif-A3F inh	Vif-A3G inh	TrxR1 substrate	GRP78 ERSR act	USP1-UAF1 inh	IDH1 R132H inh	LDHA block	PI4K2A block	RXFP1 agonist
21	N#Cc1nc(Cc2cccc3ccccc23)oc1N1CCCCC1	4%	0%	-9%	2%	0%	2%	-4&0	-6	1.7%
22	COc1cccc(NC(=S)N2CCN(c3ccccn3)CC2)c1	-6%	0%	5%[57.1 µM]	0%	-15%	5%	-5	0	3.0%
23	Cc1c(NC(=O)c2ccc(N(Cc3ccccc3)S(C)(=O)=O)cc2)c(=O)n(-c2ccccc2)n1C	-5%	1%	-5%	3%	-11%	0%	0	1	-3.8%
24	COc1cc(S(=O)(=O)NCc2ccncc2)ccc1Br	-11%	3%	-14%	-6%	2%	1%	-8	0	0.7%
25	N#CCC(=O)Nc1ccc(C(=O)OCC(=O)NC(=O)Cc2ccccc2)cc1	2%	-1%	0%	-4%	-12%	5%	-10	0	-0.2%
26	C/C(=N\NC(N)=O)c1cccc(Cl)c1	-15%	-5%	-3%	-5%	-3%	1%	-5	5	-0.5%
27	Cc1ccc(CNS(=O)(=O)c2ccc3c(c2)CCN3C(=O)C2CCC2)cc1	6%	0%	1%	-4%	-23%	11%	-2	2	1.8%
28	OCCC1CN(Cc2cccn2-c2ncccn2)CCN1CCc1ccccc1 (centres undefined)	5%	0%	6%	-1%	5%	10%	-2	-3	-1.3%
29	C/C(=N\Nc1cc(C)nc(NCc2ccccc2)n1)c1cccc([N+](=O)[O-])c1	-11%	2%	-2%	-3%	-17%	0%	0	-2	4.6%
30	O=C(CN(C(=O)CCC(=O)Nc1ccccn1)c1ccc2c(c1)OCCO2)NCCc1ccccc1	3%	-4%	-8%	-2%	-12%	7%	-5	3	2.6%
31	CCCCC[C@H](O)/C=C/C1C(=O)C=C[C@H]1C/C=C\CCCC(=O)OC (some centres undefined)	6%	?	2%	-12%	?	?	1	21	·
32	COc1cc(OC)c2c(-c3cccc(-c4ccc(OC)c(F)c4)c3)cc(=O)oc2c1	-17%	-22%	5%	0%&-3%	-17%	-3%	-1	-4	·
33	O=C1OCCC1Sc1nnc(-c2ccccc2Cl)n1Cc1ccccc1 (centres undefined)	1%	-20%	-9%	0%	-9%	4%	-2	3	0.6%
34	Cn1ncc(N)c1C(=O)Nc1cccc(C(F)(F)F)c1	5%	-5%	-6%[57.1 µM]	2%	-15%	3%	3	-9	1.7%
35	Cc1onc(-c2ccccc2)c1C(=O)Nc1nc(-c2ccccc2)cs1	0%	-8%	-2%[57.1 µM]	4%	0%	-1%	-1	5	-1.6%
36	CC12C=CC3(O1)C(C(=O)N1CCCOC13)C2C(=O)O (centres undefined)	0%	0%	6%[57.1 µM]	0%	-15%	0%	-7	5	4.3%
37	CCN(CC)CCn1c(=O)n(-c2ccc(Cl)cc2)c(=O)c2c3c(sc21)CN(C)CC3	?	-4%	-3%	0%	?	-2%	8&6	4	3.0%
38	COc1ccc(NC(=S)NNC(=O)C2CC2c2ccc(C)cc2)cc1 (centres undefined)	1%	-16%	1%	-6%	-16%	5%	-9	5	0.9%
39	COc1ccc(/C(O)=C2/C(=O)C(=O)N(CC3CCCO3)C2c2cccc(O)c2)cc1 (centres undefined)	-2%	-5%	-13%	-3%	-8%	0%	-2	-11	19%
40	Cc1ccc(NC2=NCCCCC2)cc1	·	1%	-4%	-3%	-22%	-4%	-3	-2	0.4%
41	Cc1ccccc1C(=O)NCCN=C1NS(=O)(=O)c2ccccc21	-1%	0%	6%	1%	-26%	9%	-6	3	0.3%

An excerpt of these results, with one line to a screen:
29) C/C(=N\Nc1cc(C)nc(NCc2ccccc2)n1)c1cccc([N+](=O)[O-])c1
30) O=C(CN(C(=O)CCC(=O)Nc1ccccn1)c1ccc2c(c1)OCCO2)NCCc1ccccc1
assay / compound,29,30
Vif-A3F inh,-11%,3%
Vif-A3G inh,2%,-4%
TrxR1 substrate,-2%,-8%
GRP78 ERSR act,-3%,-2%
USP1-UAF1 inh,-17%,-12%
IDH1 R132H inh,0%,7%
LDHA block,0,-5
PI4K2A block,-2,3
RXFP1 agonist,4.6%,2.6%

A portion of the library (hit frequency here may not be typical).
